Yfh1-off respiration: enhancers of respiration in Yfh1-depleted yeast, dose response, Friedreich's ataxia, plus single-dose screen (AID 1465). S. cerevisiae Yfh1-off respiration, WST-1 reduction, 72 h; higher fold induction means a stronger effect. fold induction at 50 µM; hits with a dose series show EC50 in µM. actives 0.074% (n = 220,000);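 active means fold induction of absorbance versus untreated yeast above a set limit, then at least 30% activation at any dose in follow-up; inconclusive means repeats straddling the limit, or above it without dose testing; inactive means fold induction below the set limit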;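 further: activators that raise dye reduction in frataxin-depleted yeast; strong numbers were not always called active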
b-catenin transl: beta-catenin nuclear translocation modulation. AID 1665. actives 0.3% (n = 190,000). HeLa beta-catenin nuclear translocation, immunofluorescence imaging. nuclear translocation activity, % at 5 µM;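 active means nuclear translocation activity above 50% at 5 µM, with a well cell count of 50 or more; inconclusive means wells under 50 cells across six images, flagged as toxic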;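 further: per-cell ratio of nuclear to cytoplasmic median beta-catenin stain intensity; plate controls were DMSO negative control for no effect and GSK-3 inhibitor IX positive control for full effect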
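System: Human HeLa cells, endogenous beta-catenin | Compound dosing: 5 µM primary, 0.02–20 µM confirmation | Timing: 24 h compound exposure at 37°C, 5% CO2 | Measured by: Fluorescence imaging of beta-catenin antibody stain plus DAPI | Read-out basis: % activation of per-cell nuclear versus cytoplasmic median beta-catenin signal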
HEK293 NOD2/NF-kB: inhibition of NOD2-driven NF-kB reporter – cell-based, luminescence, uHTS, HEK293 (AID 1566); HEK293 NOD2/NF-kB luciferase reporter, luminescence; higher % means a stronger effect; actives 0.63% (n = 290,000); inhibition, % at 4 µM; hits with a dose series show EC50 in µM; in the data active means inhibition above about 50%; further: many of its hits are not listed in these tables
Dynein cargo inh: blocks dynein driven cargo transport along microtubules. actives 0.47% (n = 220,000). 3617.4 mouse cells, GR-EGFP nuclear translocation imaging; test concentration mostly 20 µM; stimulated with dexamethasone, 1 µM; stronger effect = lower value. z-score, hits read low;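 active means plate z-score of nuclear minus cytoplasmic receptor signal below a set negative limit, without overly bright fluorescence or cell loss, cut at about -3.5 in these data, passing the limit was not always enough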;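 further: z-score of nuclear minus cytoplasmic ring GR-EGFP intensity difference per well; some compounds called inactive have numbers as strong as hits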
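Also added: dexamethasone, 1.0 µM final. Medium: tet-free, stripped-serum medium. Detection: fixed, Hoechst-stained cells imaged at 10x for EGFP. Read-out: nuclear-to-cytoplasmic GR-EGFP distribution per well. Times: induction 48 h, compound 1 h, agonist 30 min.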
P. falciparum M17LAP: P. falciparum M17LAP inhibitors, primary screen, biochemical, fluorogenic H-Leu-NHMec substrate, 1536-well (AID 1619); recombinant M17LAP, H-Leu-NHMec fluorogenic kinetic assay; higher % means a stronger effect; one-dose inhibition, % at 30 µM; IC50 in µM for titrated hits; actives 0.38% (n = 220,000);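 active means compound inhibiting the enzyme by more than half at any dose during confirmatory dose-response retesting; inconclusive means strong single-dose inhibitors picked by rank but not retested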;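 further: plate controls were full reaction with DMSO carrier for no effect and no enzyme background for full effect; strong numbers were not always called active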
MT stabilizer: microtubule stabilization, imaging screen | HeLa tubulin immunostaining HCS, 24 h; share of cells brighter than vehicle mean+2SD | % tubulin-high responders, % at 10 µM | actives 0.83% (n = 200,000) | AID 2205;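 active means plate Z-score above 3 for both tubulin-high and condensed-nucleus cell shares, with cell loss under 80%, at 10 µM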;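 further: anti alpha tubulin signal scored within the nucleus-defined area of each cell; some results filed as inactive read as strong as hits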
NOD1 NF-kB reporter: NOD1 signaling inhibitors, primary screen, cell-based, luminescence, uHTS (AID 1578). NOD1-driven NF-kB luciferase reporter cells, luminescence; higher % means a stronger effect. one-dose inhibition, % at 4 µM; EC50 in µM for titrated hits. actives 1% (n = 290,000); in the data active means inhibition mostly above about 36%, no sharp cut-off; inactive means mostly below about 34%;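 further: HEK-293T reporter cells stimulated with the NOD1 agonist gamma-tri-DAP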
Ins promoter up: MIN6 insulin promoter up-regulation; MIN6 insulin promoter-GFP reporter, high-content imaging; stronger effect = higher value; z-score at 5 µM; actives 0.3% (n = 190,000); AID 1625;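 active means z-score above 3 at 5 µM with at least 500 cells counted in the well; inconclusive means wells under 500 cells, flagged as cytotoxic or low count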
Autophagy HCS: modulators of autophagy; MEF GFP-LC3 puncta imaging; test concentration mostly 10 µM; calls only at 10 µM (by protocol); actives 0.98% (n = 190,000); AID 463193;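 active means percentage of spot-positive cells more than 3 SD above its plate mean, without a fluorescence outlier flag or 80% toxicity; inconclusive means no clear call, values can overlap the other calls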;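 further: spot-positive cell cutoff set from DMSO-treated cells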
Dynein cargo inh cytoplasmic EGFP: further read-out of Dynein cargo inh, marked with its call; z-score; measured here: cytoplasmic GR-EGFP intensity; stronger effect = higher value
Dynein cargo inh nuclear GR-EGFP: also measured in Dynein cargo inh; calls as there; z-score; measured here: nuclear GR-EGFP intensity;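 lower value marks the stronger effect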
Dynein cargo inh cell count: recorded beside Dynein cargo inh, whose call it bears; z-score; measured here: cell count per field
Ins promoter up cell count: recorded beside Ins promoter up, whose call it bears; cell count; measured here: cytotoxicity, nuclei count;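 total cells summed across four imaged fields per well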
b-catenin transl cell count 5 µM: second read-out of b-catenin transl, no call of its own (marks repeat the call); cell count; measured here: cell count, cytotoxicity flag
MT stabilizer Hoechst-high %: also measured in MT stabilizer; calls as there; % Hoechst-high responders; measured here: nuclear condensation Hoechst responders;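 share of cells brighter than vehicle mean plus two SD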
MT stabilizer cytotoxicity %: second read-out of MT stabilizer, no call of its own (marks repeat the call); toxicity, %; measured here: cytotoxicity by cell density;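 0% = mean cell density of plate MIN control wells and 100% = no cells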
Autophagy HCS cell loss 18 h: recorded beside Autophagy HCS, whose call it bears; toxicity, %; measured here: cell loss, nuclei count;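 cell loss after 18 h compound exposure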
* hit, by the source's call; i = inactive; u = inconclusive; x = not tested or not shown.

Screens in order: Yfh1-off respiration	b-catenin transl	b-catenin transl cell count 5 µM	HEK293 NOD2/NF-kB	Dynein cargo inh	Dynein cargo inh cytoplasmic EGFP	Dynein cargo inh nuclear GR-EGFP	Dynein cargo inh cell count	P. falciparum M17LAP	MT stabilizer	MT stabilizer Hoechst-high %	MT stabilizer cytotoxicity %	NOD1 NF-kB reporter	Ins promoter up	Ins promoter up cell count	Autophagy HCS	Autophagy HCS cell loss 18 h
Cc1ccc(Cn2cc(SCC(=O)Nc3nccs3)c3ccccc32)cc1
    i	-2.0	1062	-33%	0.12	-0.18	0.22	-0.45	-8%	2.4	3.0	0.2	-16%	0.91	1791	i	14
O=C(c1cc(S(=O)(=O)N2CCOCC2)ccc1F)N1CCN(Cc2ccccc2)CC1
    i	4.0	1180	-19%	-1.1	-0.19	0.12	0.86	-17%	3.3	2.0	7.7	-17%	0.21	1217	i	8
COC1=C(Nc2ccccc2)C(=O)c2ccccc2C1=O
    i	0.5	442	8%	-1.2	-0.19	-0.33	0.39	-18%	5.4	2.9	3.0	-6%	-0.15	1029	i	8
COc1cc(OC)cc(C(=O)NC(=S)NCc2ccco2)c1
    i	-2.7	1454	1%	-0.1	0.15	-0.084	0.08	-4%	1.2	1.3	11	x	0.75	1462	i	-3
CCn1c(-c2csc3c2CCC(C)C3)n[nH]c1=S (stereo not given)
    i	0.6	970	8%	-0.069	-0.25	0.00071	0.43	-7%	5.2	2.9	8.1	-3%	-0.1	1466	i	3
C#CCN1C(=O)S/C(=C\c2ccc(N3CCOCC3)cc2C)C1=O
    i	-0.3	1473	-82%	1.4	0.28	1.1	-1.6	-5%	2.9	1.3	0.8	-39%	0.53	1492	i	12
CCOC(=O)COc1ccc(S(=O)(=O)Nc2ccc3c(c2)OCCO3)cc1
    i	x	x	-12%	-0.51	-0.23	-0.44	-0.73	3%	4.1	1.8	6.0	-17%	x	x	i	2
Cc1ccc(S(=O)(=O)/C=C2\NC(=O)CS2)cc1
    i	-0.4	1099	0%	0.36	-0.11	0.64	-0.33	35%	1.7	1.9	5.8	-19%	-0.03	1326	i	27
COc1ccc(OC)c(C(C)NC=O)c1 (stereo not given)
    i	0.3	1067	12%	2.3	-0.12	1.4	-0.65	10%	1.9	0.3	26	-17%	0.18	1196	i	5
CCCn1c(O)c(N=NC(=O)c2cccnc2)c2cc(Br)ccc21
    i	-0.2	1065	-29%	0.7	-0.15	0.41	-0.67	-3%	x	x	x	22%	-0.83	1297	x	x
CC(=O)Nc1ccc(OCC(O)Cn2c3ccccc3c3ccccc32)cc1 (stereo not given)
    i	-2.3	1151	16%	0.24	-0.11	0.42	-1.3	4%	6.9	2.3	3.8	-10%	-0.32	1422	i	0
CN(C)C(CNC(=O)c1cccc(C#N)c1)c1ccco1 (stereo not given)
    i	0.4	1055	-11%	-0.17	-0.35	0.19	0.64	3%	4.6	2.6	5.9	-31%	1	1222	i	-3
CC1(NC(=O)N2CCCCC2)CCS(=O)(=O)C1 (stereo not given)
    i	-7.2	1019	9%	0.19	-0.19	0.65	-0.25	-8%	7.3	0.6	13	-3%	-0.24	1186	i	-4
COc1cccc(-c2csc3nnc(SCC(=O)c4ccc(NC(C)=O)cc4)n23)c1
    i	2.0	945	15%	-0.17	-0.081	0.24	-0.11	1%	2.9	3.7	7.3	-9%	-0.79	1368	i	-3
CCOc1ccc2[nH]c(=O)c(CN(CCO)C(=O)CC)cc2c1
    i	0.2	1147	0%	-0.14	-0.2	-0.081	0.066	-5%	1.0	1.1	12	-5%	0.38	1265	i	-18
Clc1ccc(CNC2CCCC2)c(Cl)c1
    i	-7.7	1251	-9%	-0.032	-0.15	0.43	0.9	-2%	2.3	1.2	6.5	-25%	-0.07	985	i	37
COc1ccc(NC(=O)Cc2nc3ccccc3[nH]2)cc1
    i	1.5	1188	-4%	-0.32	-0.00044	-0.092	0.68	20%	2.7	2.3	3.9	6%	1	1245	i	-6
COc1ccc(CN2CCOCCOCCOCCOCCOCC2)cc1
    i	-0.5	1326	4%	0.55	-0.089	0.29	-2.4	19%	x	x	x	-5%	0.07	1392	x	x
OC1(C#CCN2CCOCC2)CCCCC1
    i	-6.1	711	18%	0.79	-0.28	0.58	-0.72	-2%	2.6	1.5	5.8	-11%	x	x	i	12
COC(=O)CSc1nnc2n1C(C)(C)Cc1ccccc1-2
    i	-5.1	886	5%	-0.98	-0.28	-0.38	0.47	-1%	5.5	2.1	9.8	0%	0.13	1067	i	-8

Limited to Autophagy HCS (two entries from above):
SMILES	Autophagy HCS
CC1(NC(=O)N2CCCCC2)CCS(=O)(=O)C1 (stereo not given)	i
COc1cccc(-c2csc3nnc(SCC(=O)c4ccc(NC(C)=O)cc4)n23)c1	i

Further structures follow.
Screens in order: Yfh1-off respiration	b-catenin transl	b-catenin transl cell count 5 µM	HEK293 NOD2/NF-kB	Dynein cargo inh	Dynein cargo inh cytoplasmic EGFP	Dynein cargo inh nuclear GR-EGFP	Dynein cargo inh cell count	P. falciparum M17LAP	MT stabilizer	MT stabilizer Hoechst-high %	MT stabilizer cytotoxicity %	NOD1 NF-kB reporter	Ins promoter up	Ins promoter up cell count	Autophagy HCS	Autophagy HCS cell loss 18 h
N#CCn1cnc2sc(-c3ccccc3)cc2c1=O
    i	0.2	1120	0%	2.2	0.54	1.7	-1.3	-1%	3.5	1.6	2.5	-28%	0.63	1680	i	14
CCCCC(=O)Nc1ccccc1C(=O)N1CCOCC1
    i	-2.2	1199	10%	-0.0019	-0.29	0.016	0.9	10%	1.7	2.2	1.4	1%	0.54	1214	i	3
O=C(O)c1cnn(-c2nc(-c3cccc(F)c3)cs2)c1C(F)(F)F
    i	2.3	929	0%	2.8	-0.11	1.8	-1.5	-1%	3.9	0.9	2.2	-7%	0	1529	i	15
COc1cc([N+](=O)[O-])cc(/C=N/NC(=O)CC#N)c1O
    >100µM*	-0.9	1105	17%	-0.27	-0.27	-0.19	-0.12	31%	7.6	1.2	12	-1%	0.21	1211	i	-1
CCSc1nnc(NC(=O)c2cccc3ccccc23)s1
    i	1.6	1071	-22%	1.1	-0.14	0.64	-0.25	9%	9.4	1.8	6.9	-6%	-0.24	2046	i	2
O=C(CN1CCN(Cc2ccccc2)C1=O)NCCCN1CCOCC1
    i	x	x	20%	0.14	-0.091	0.13	0.095	4%	1.0	3.0	2.9	16%	u	x	i	4
COc1ccc(CNC(=O)/C(C)=C\C(=O)O)cc1
    x	-1.2	1082	9%	0.035	-0.21	0.053	-0.5	-4%	2.4	1.1	1.0	16%	0.27	1086	i	0
CC(C)OCCCNS(=O)(=O)c1ccc2ccccc2c1
    i	-5.2	1211	7%	0.04	-0.022	0.21	0.86	4%	1.7	1.1	7.2	1%	x	x	i	19
CCOCCCNC(=O)C(c1ccc(OC)cc1)N(Cc1ccc2c(c1)OCO2)C(=O)CNC(C)=O (stereo not given)
    i	-1.5	1142	0%	1.1	-0.2	-0.37	-0.42	-5%	3.8	1.5	4.5	-38%	-0.33	1270	i	2
S=c1nccc(-c2cccs2)[nH]1
    i	-1.2	1076	4%	-0.015	-0.34	0.15	0.32	80%	1.8	2.2	6.6	-5%	1	1259	i	0
O=C(NCc1ccccn1)C1CCN(S(=O)(=O)c2cccs2)CC1
    i	-2.3	1429	17%	-0.23	-0.29	0.091	0.4	6%	4.6	2.9	10	-10%	-0.16	1236	i	4
CC(C)Oc1ccc(C2CC(=O)N(c3ccc(C(=O)O)cc3)C2=O)cc1 (stereo not given)
    i	1.0	1517	9%	-0.57	-0.21	-0.59	0.51	21%	1.3	2.5	0.7	-60%	-0.08	1512	i	-15
Cc1nn(C(C)C(=O)NCc2ccccc2Cl)c(=O)c2c1sc1ccccc12 (stereo not given)
    i	1.7	1044	18%	0.0079	-0.14	0.077	-0.27	19%	0.9	0.9	3.7	2%	0.12	1052	i	-1
CN(Cc1ccccc1)C(=O)CN(Cc1ccccc1)S(C)(=O)=O
    x	-2.7	605	8%	1.1	0.36	1.3	-0.73	-4%	3.7	2.1	4.4	19%	x	x	i	-5
COC(=O)c1sc2nc3c(cc2c1N)CCCC3
    i	0.0	1542	-209%	-0.3	-0.24	-0.26	0.6	-7%	1.8	2.3	11	-45%	x	x	i	-11
Cc1ccc(Cl)cc1NC(=S)N1CCC(c2ccccc2)C1 (stereo not given)
    i	3.2	892	-12%	0.1	-0.22	0.56	0.34	10%	1.6	1.2	4.8	36%	0.76	1684	i	2
O=C(O)c1ccc(NC(=O)C2C3CCC(C3)C2C(=O)O)cc1 (stereo not given)
    i	0.6	1453	1%	-0.3	-0.24	0.2	0.038	4%	2.2	1.5	5.9	-8%	0.55	1658	i	9
O=C1NC2(CCCCC2)N=C1c1ccccc1
    i	-0.2	791	10%	2	-0.19	2.5	-2.1	2%	5.1	2.3	13	10%	0.07	1526	i	8
Cc1cc2n(n1)C(c1ccco1)Nc1ccccc1-2 (stereo not given)
    i	-2.9	971	4%	0.34	-0.34	0.29	0.66	10%	4.2	1.9	11	-41%	1.3	1314	i	-6
CCc1ccc(C(C)NC(=O)Cc2ccc(F)cc2)cc1 (stereo not given)
    i	-4.3	1085	-8%	-0.31	-0.25	0.039	-0.065	4%	2.0	1.9	1.1	-40%	0.11	1641	i	12

A portion of the library; rates above refer to the full screens.
